Assay outcomes from PubChem BioAssay.
C-LANA FP – KSHV C-LANA DNA binding inhibition | inhibition, % at 9 µM | 340,000 compounds, 0.078% hits | MBP-C-LANA/FAM-LBS DNA binding, fluorescence polarization;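 active = highest replicate inhibition at or above 60% at 9 µM, even if other replicates fall short; inactive = all replicates below 60% inhibition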;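 also: 0% = neutral control wells and 100% = 4 µM acridine orange control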
Arrestin-AP2 inh – blocks beta-arrestin peptide binding to AP2 adaptin; FITC-arrestin peptide / GST-AP2 beads, flow cytometry; AP2 beta2 appendage carries R879A mutation; inhibition, % at 10 µM; 340,000 compounds, 0.31% hits;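 active = inhibition above a set limit, near 3 SD of compounds lacking own fluorescence, cut at about 54% in these data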;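 also: plate controls were DMSO wells for no effect and 5 µM unlabelled arrestin peptide for full effect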
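System: GST-AP2 R879A glutathione beads; medium: PBS, Tween 20 0.05%, BSA 0.1%; reagent: fluorescein-tagged arrestin peptide at 50 nM final; schedule: pre-incubation 12 min, peptide binding 1 h, room temperature; detection: flow cytometry, FL1 (488/535 nm); read-out: inhibition as reduced fluorescein signal on beads, percent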
RTF Ca sens inh – cardiac RTF calcium desensitization; 340,000 compounds, 0.12% hits; inhibition, % at 7.15 µM; IANBD-labeled cardiac RTF, Ca2+ fluorescence; P19429+P45379; AID 493244;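 active = inhibition above the mean inhibition of all tested compounds plus 3 SD, cut at about 17% in these data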;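 also: assay run at fixed EC70 calcium of 1.6 mM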
PvdQ acylase – P. aeruginosa PvdQ acylase inhibition; 340,000 compounds, 0.063% hits; inhibition, % at 10 µM; purified PvdQ acylase, fluorescence plate reader; in the data active = inhibition above about 30%, passing the limit was not always enough; inconclusive = no clear call, values can overlap the other calls;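 also: 0% = vehicle neutral wells and 100% = reference inhibitor wells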
SR-BI DiI-HDL act – activators of SR-BI mediated HDL lipid uptake | activation, % at 12.5 µM | CHO ldlA[mSR-BI] cells, DiI-HDL uptake fluorescence, 3 h; 100 = double the neutral-control signal | 320,000 compounds, 0.096% hits;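 active = mean replicate activation of at least 60% and every replicate at or above 60%; inconclusive = mean or all-replicate condition met, but not both; inactive = mean below 60% and not all replicates reaching 60%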;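 also: 0% = median plate neutral-control signal and 100% = twice that signal; values of inactives mirror those of a sister screen read the other way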
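System: CHO ldlA[mSR-BI] cells / Medium: HEPES-buffered (25 mM, pH 7.4) F12 plus 0.5% BSA / Probe or stimulus: labelled HDL, 10 µg/mL / Doses: single compound concentration, delivered by pin transfer / Schedule: 3 h, 37 °C / Measured by: DiI fluorescence, bottom read / Measure: cell-associated DiI fluorescence as measure of HDL uptake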
NSD2 inh – inhibitors of human histone methyltransferase NSD2 | inhibition, % at 12.5 µM | 310,000 compounds, 0.54% hits | NSD2 peptide methylation, AlphaScreen, 120 min | AID 743445; in the data active = inhibition above about 50%
Keap1-Nrf2 PPI – inhibitors of human Keap1-Nrf2 protein-protein interaction; AID 504523; 340,000 compounds, 0.15% hits; Q14145; Keap1 Kelch-Nrf2 peptide fluorescence polarization, 1536-well; inhibition, % at 9.4 µM; in the data active = inhibition above about 12%; inconclusive = no clear call, values can overlap the other calls; inactive = below about 7.3%;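 also: human Keap1 Kelch domain with fluorescein labeled Nrf2 9mer peptide probe; 0% = neutral control wells and 100% = peptide positive control; higher means more block of Keap1 binding to Nrf2 peptide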
SR-BI DiI inh – blocks mouse SR-BI lipid uptake from DiI-HDL. Q61009. ldlA[mSR-BI] CHO cells, DiI-HDL uptake fluorescence, 3 h. inhibition, % at 12.5 µM. 320,000 compounds, 0.96% hits. AID 488896;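 active = mean replicate inhibition of at least 70% and a set share of replicates each scoring 70 or more; inconclusive = meets just one of the two criteria; inactive = fails both criteria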;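 also: 0% = median of neutral control wells and 100% = median of positive control wells; values of inactives mirror those of a sister screen read the other way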
Target sequence (Q61009 whole entry, looked up): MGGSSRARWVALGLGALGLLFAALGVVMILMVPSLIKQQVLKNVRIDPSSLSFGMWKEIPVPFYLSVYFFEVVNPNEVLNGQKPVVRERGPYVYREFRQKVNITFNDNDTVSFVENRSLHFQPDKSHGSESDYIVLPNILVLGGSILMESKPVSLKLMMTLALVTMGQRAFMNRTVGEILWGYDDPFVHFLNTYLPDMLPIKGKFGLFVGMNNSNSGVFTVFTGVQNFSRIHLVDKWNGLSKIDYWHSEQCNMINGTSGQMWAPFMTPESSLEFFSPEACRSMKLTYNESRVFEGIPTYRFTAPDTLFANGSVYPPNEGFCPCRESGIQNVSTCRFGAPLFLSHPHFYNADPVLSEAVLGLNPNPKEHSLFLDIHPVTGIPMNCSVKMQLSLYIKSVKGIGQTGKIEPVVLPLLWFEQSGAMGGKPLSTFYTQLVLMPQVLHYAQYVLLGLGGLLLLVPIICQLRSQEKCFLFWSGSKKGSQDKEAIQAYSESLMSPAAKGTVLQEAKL
PKA-R2B act – activates the human PKA-R2B holoenzyme complex; P22694+P31323; PKA-R2B holoenzyme dissociation, Cy5-IP20 fluorescence polarization; R2B truncated from residue 108, S112A mutant; 0% DMSO only, 100% 113 µM cGMP; activation, % at 11.4 µM; 340,000 compounds, 0.079% hits;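 active = activation above a cutoff set at the mean over all compounds plus 3 SD, cut at about 18% in these data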;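 also: higher means more holoenzyme dissociation and a rise in polarization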
Target sequence (P31323 whole entry, looked up, other chains not shown, the tested form may be a part): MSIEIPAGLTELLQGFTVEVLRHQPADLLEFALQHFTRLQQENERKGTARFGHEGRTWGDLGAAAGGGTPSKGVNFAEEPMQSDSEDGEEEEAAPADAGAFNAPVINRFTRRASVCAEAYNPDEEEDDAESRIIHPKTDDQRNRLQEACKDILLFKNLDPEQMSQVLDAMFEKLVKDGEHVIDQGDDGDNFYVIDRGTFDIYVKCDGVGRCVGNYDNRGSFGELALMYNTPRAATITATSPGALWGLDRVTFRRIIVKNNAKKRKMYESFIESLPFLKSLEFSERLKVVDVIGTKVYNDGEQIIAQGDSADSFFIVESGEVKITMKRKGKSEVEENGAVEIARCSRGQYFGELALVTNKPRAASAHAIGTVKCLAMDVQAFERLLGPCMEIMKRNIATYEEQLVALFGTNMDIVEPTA
DAGLB inhibitor – blocks human DAGLB lipase activity. Q8NCG7. HEK293T DAGLB membrane lysate, EnzChek fluorogenic substrate. inhibition, % at 5.17 µM. 340,000 compounds, 0.059% hits. AID 504411; in the data active = inhibition above about 34%;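 also: 0% = enzyme with vehicle and 100% = wells lacking enzyme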
An asterisk follows results filed as active; ? = inconclusive; · = no result given.

item	mol	C-LANA FP	Arrestin-AP2 inh	RTF Ca sens inh	PvdQ acylase	SR-BI DiI-HDL act	NSD2 inh	Keap1-Nrf2 PPI	SR-BI DiI inh	PKA-R2B act	DAGLB inhibitor
1	CC(=O)c1ccc(NC(=S)N2CC(C)CC(C)C2)cc1 (stereo not drawn)	-1.5	-5	0	2	-26	1	-4	26	5	2
2	COc1ccc(S(=O)(=O)N2CCCCC2C(=O)O)cc1OC (stereo not drawn)	0.6	22	6	-3	24	0	1	-24	-5	1
3	C#CCOc1c(Cl)cc(/C=C2/C(=O)ON=C2C)cc1OC	-1.6	1	3	0	-3	46	0	3	6	3
4	CC(=O)c1ccc(OCc2cc(C(=O)N3CCC[C@H]3CO)no2)cc1	-0.4	-10	-1	-7	-5	2	-3	5	-6	-1
5	CCOc1cc(CN2CCSCC2)ccc1O	-0.8	9	-2	11	-10	3	0	10	6	1
6	COc1cc(/C=C/C(=O)NC(=O)c2ccccc2O)ccc1OC(C)=O	1.1	11	-2	-9	-18	·	-7	18	1	1
7	CN1CCN(S(=O)(=O)c2ccc(N3CCc4ccccc4C3)nc2)CC1	0.5	3	-12	-3	9	-11	1	-9	-1	-1
8	Cc1cccc(C(C)C)c1NC(=O)C(C)OC(=O)Cc1n[nH]c(=O)c2ccccc12 (stereo not drawn)	-3.1	-7	-4	-17	8	-1	-4	-8	-3	-2
9	O=C(CCN1C(=O)c2cccnc2C1=O)NC1CCCCCC1	-0.5	9	-8	-7	24	3	1	-24	5	0
10	O=C(CNc1cccc2ccccc12)N/N=C/c1ccc([N+](=O)[O-])cc1	1.0	1	-8	-5	-1	-3	2	1	-2	-1
11	COc1cc(C(=O)OCCCN2CCCN(CCCOC(=O)c3cc(OC)c(OC)c(OC)c3)CC2)cc(OC)c1OC	-0.5	-5	-8	-11	-81	·	-6	81*	11	3
12	CC(C)c1ccc(S(=O)(=O)N2CCN(C(=O)c3ccc(N4CCCC4)c([N+](=O)[O-])c3)CC2)cc1	-0.1	0	1	8	-15	4	-1	15	-3	6
13	Cc1cc(NC(=O)Cn2nc(C)c([N+](=O)[O-])c2C)no1	-0.8	-9	-6	-10	·	-2	-5	·	-5	0
14	CC1CCCN(S(=O)(=O)c2coc(C(N)=O)c2)C1 (stereo not drawn)	0.5	18	-18	1	29	·	-1	-29	-2	-3
15	COc1ccc(S(=O)(=O)N2CCN(C(=O)c3ccccn3)CC2)cc1	1.7	14	-1	-2	27	-3	0	-27	7	1

Complete entries, looked up by structure. Order of screens: C-LANA FP, Arrestin-AP2 inh, RTF Ca sens inh, PvdQ acylase, SR-BI DiI-HDL act, NSD2 inh, Keap1-Nrf2 PPI, SR-BI DiI inh, PKA-R2B act, DAGLB inhibitor
`C#CCOc1c(Cl)cc(/C=C2/C(=O)ON=C2C)cc1OC` is entered as -1.6, 1, 3, 0, -3, 46, 0, 3, 6, 3
`CC(C)c1ccc(S(=O)(=O)N2CCN(C(=O)c3ccc(N4CCCC4)c([N+](=O)[O-])c3)CC2)cc1` is entered as -0.1, 0, 1, 8, -15, 4, -1, 15, -3, 6
`CN1CCN(S(=O)(=O)c2ccc(N3CCc4ccccc4C3)nc2)CC1` is entered as 0.5, 3, -12, -3, 9, -11, 1, -9, -1, -1
`CC(=O)c1ccc(OCc2cc(C(=O)N3CCC[C@H]3CO)no2)cc1` is entered as -0.4, -10, -1, -7, -5, 2, -3, 5, -6, -1
`CC(=O)c1ccc(NC(=S)N2CC(C)CC(C)C2)cc1` (stereo not drawn) is entered as -1.5, -5, 0, 2, -26, 1, -4, 26, 5, 2

The listing picks up with the three entries that preceded the break.
item	mol	C-LANA FP	Arrestin-AP2 inh	RTF Ca sens inh	PvdQ acylase	SR-BI DiI-HDL act	NSD2 inh	Keap1-Nrf2 PPI	SR-BI DiI inh	PKA-R2B act	DAGLB inhibitor
13	Cc1cc(NC(=O)Cn2nc(C)c([N+](=O)[O-])c2C)no1	-0.8	-9	-6	-10	·	-2	-5	·	-5	0
14	CC1CCCN(S(=O)(=O)c2coc(C(N)=O)c2)C1 (stereo not drawn)	0.5	18	-18	1	29	·	-1	-29	-2	-3
15	COc1ccc(S(=O)(=O)N2CCN(C(=O)c3ccccn3)CC2)cc1	1.7	14	-1	-2	27	-3	0	-27	7	1
16	Cc1ccc2nc(SCC(=O)Nc3cccc(Cl)c3)nc(=O)n2c1	0.9	-5	-12	-3	-7	-3	0	7	-10	1
17	COC(=O)c1ccccc1NC(=O)C1CC(=O)N(c2ccc(C)c(C)c2)C1 (stereo not drawn)	0.7	6	-11	-11	3	-5	-5	-3	-8	-7
18	O=C(Nc1cccc(C(=O)NC2CCCCC2)c1)c1ccccc1	0.1	-1	5	-6	-36	38	-3	36	9	1
19	CCC1CCCCN1CCCNC(=O)c1ccc(CS(=O)(=O)c2ccccc2OC)o1 (stereo not drawn)	-1.6	1	-1	-15	14	0	-2	-14	-4	0
20	CC1CCCCC12NC(=O)N(CC(=O)OCc1ccccc1Cl)C2=O (stereo not drawn)	-0.6	7	0	9	-15	-1	-1	15	-9	-1
21	Nc1nnc(SCc2ccc(F)cc2)n1-c1ccccc1	1.0	-2	-10	-14	0	0	-1	0	-3	-2
22	Cc1ccc(/C=C/C(=O)Nc2cccc(S(=O)(=O)N3CCOCC3)c2)o1	3.0	-10	5	-6	-59	1	-5	59	-2	-3
23	Cc1cccc(-c2nc(CN3CCN(Cc4cccc(F)c4)CC3)c(C)o2)c1	0.2	0	-5	-6	8	5	3	-8	2	-4
24	CCN1CCN(c2cc(C)c3cc(NC(=O)c4ccc5c(c4)OCO5)ccc3n2)CC1	0.1	1	-4	-5	·	·	0	·	-10	3
25	O=C(CCC1CCCN(c2ncccn2)C1)N1CCN(c2ccccn2)CC1 (stereo not drawn)	2.7	35	4	0	·	2	-1	·	-6	-4
26	COc1cccc(C(=O)N2CCCC(CCC(=O)NCc3ccc(F)c(F)c3)C2)c1 (stereo not drawn)	-0.8	6	8	-12	-7	16	0	7	-5	3
27	CCOC(=O)c1ccc(NC(=O)CC2C(=O)OCCN2CC)cc1 (stereo not drawn)	0.8	0	-12	-3	14	-2	-5	-14	5	1
28	COc1ccccc1CCCNC(=O)C1CCC(=O)N(CCc2cccc(F)c2)C1 (stereo not drawn)	-0.1	2	-1	4	8	-2	-8	-8	7	-2
29	CC(C)(C)c1ccc(OCC(=O)O)cc1	-0.9	5	-15	-21	·	-1	-3	23	2	0
30	Cc1cc(C)c(S(=O)(=O)c2c(C)cccc2C)c(OCC(C)C)n1	-0.9	2	-5	-6	7	-2	2	-7	2	-15
31	Oc1ccc(/C=N/NC(=S)NCc2ccco2)cc1	-1.2	·	-8	-9	0	3	0	0	-4	1
32	Cc1ncc([N+](=O)[O-])n1CCOC(=O)c1cc(Cl)cc(Cl)c1N	5.9	15	-8	-12	-37	3	0	37	6	2
33	Cc1ccc(-c2noc(-c3ccoc3C)n2)cc1	0.6	3	-4	2	-9	1	2	9	-1	-9
34	C=CCC[C@H](Cc1ccc(F)cc1)C(=O)OC[C@@H](Cc1c[nH]c2ccccc12)NC(=O)[C@H](CC=C)CC(=O)N(CCO)Cc1ccccc1	0.3	-10	-8	-7	19	·	-4	-19	-6	1
35	O=C(c1cccs1)N1CCN(c2cccc(Cl)c2)CC1	-1.6	17	-5	19	-17	-1	-3	17	-4	-8
36	Cc1ccc(NC(=O)CCC(=O)NNC(=O)c2ccccc2[N+](=O)[O-])c(C)c1	1.8	12	-5	3	15	-1	-1	-15	4	-6
37	O=C(CN1CCN(c2ccccc2O)CC1)NC(c1ccccc1)c1ccccc1	-0.9	-10	5	-2	-4	2	-6	4	11	-3
38	Cc1ccc(Cn2cccc(NC(=O)NC3CCCCC3)c2=O)cc1	-1.2	-18	-2	-17	-15	4	-1	15	-2	2
39	Cc1ccc(-c2nnc(Nc3ccc(C(N)=O)cc3)c3ccccc23)cc1S(=O)(=O)NCC1CCCO1 (stereo not drawn)	2.0	-1	9	-4	-23	-2	-2	23	-3	1
40	FC(F)Sc1nnc(-c2cccs2)n1-c1ccccc1	0.1	-10	-9	-13	10	-5	-3	-10	-5	1
41	Cc1oc2c(c(=O)c1C)C(=O)CC(c1ccccc1)C2 (stereo not drawn)	-0.3	9	-3	1	8	0	0	-8	-9	-4
42	CN(CC(=O)Nc1ccccc1C(=O)NC1CC1)Cc1ccc(N(C)C)cc1	0.7	3	3	-9	·	10	-2	-14	0	1
43	O=C(Nc1ccc(F)cc1)c1sc(Cl)nc1-c1ccccc1	-0.8	2	-14	-11	-15	-2	-4	15	4	-9
44	CCNc1nc(SC(C)C(=O)OC)nc(N2CCOCC2)n1 (stereo not drawn)	-0.9	-7	-1	-12	-11	-6	-6	11	-3	0
45	Cn1c(CCN2CCCCC2)nc2cc(NC(=O)NC3CCCCC3)ccc21	0.5	7	-14	5	26	-4	3	-26	-6	-3
46	COCCCn1ccc(O)c(Cc2ccc(F)cc2)c1=O	-0.9	-2	-11	-7	-11	3	-2	11	1	0
47	CC(=O)Oc1ccc(-c2cc3ccccc3oc2=O)cc1	-0.6	9	-8	-1	-3	-3	-1	3	-3	-1
48	Cc1nc(Nc2ccccc2)sc1-c1ccccc1	2.5	10	13	6	-23	1	-4	23	-5	0
49	Cc1cccc(C(=O)NCC(=O)OCC(=O)N2CC3(C)CC2CC(C)(C)C3)c1 (stereo not drawn)	0.3	-8	-4	-1	5	2	6	-5	-6	0
50	CC(C)Oc1ccc(CC2CCC(=O)N(C)C2=O)cc1 (stereo not drawn)	0.5	2	-15	?	23	-1	-1	-23	-13	-2
51	O=C(CSS(=O)(=O)O)N1CCN(C(=O)c2ccoc2)CC1	-2.3	5	-5	1	10	-1	-16	-10	-4	0
52	Nc1cccc2c1C(=O)N(C(=O)c1cccc(S(=O)(=O)N3CCCC3)c1)C2=O	2.5	2	-10	-13	17	-1	-8	-17	-11	-2
53	CCc1nnc(NC(=O)CCC(=O)N2CCC(Cc3ccccc3)CC2)s1	0.0	0	-11	-9	3	3	-8	-3	-4	5
54	Cc1ccc(NC(=O)C2CCN(S(=O)(=O)c3cccc4cccnc34)CC2)nc1	-1.2	-2	-7	-15	-22	·	-4	22	-6	0
55	CCCCN=C(C)C1=C(O)CSC1=O	1.4	20	-11	2	13	0	-2	-13	3	-5
